FEN1 inh: inhibitors of human flap endonuclease 1; P39748; Recombinant FEN1 flap cleavage, fluorescence, 15 min; Potency, µM (doses to about 114 µM), for the others: at the top dose activity change, negative = inhibition, usual class: inhibitors; actives 0.35% (n = 390,000); AID 588795; also: nearly all actives have a fitted effect of over 65% in size
Target sequence (P39748 whole entry, looked up): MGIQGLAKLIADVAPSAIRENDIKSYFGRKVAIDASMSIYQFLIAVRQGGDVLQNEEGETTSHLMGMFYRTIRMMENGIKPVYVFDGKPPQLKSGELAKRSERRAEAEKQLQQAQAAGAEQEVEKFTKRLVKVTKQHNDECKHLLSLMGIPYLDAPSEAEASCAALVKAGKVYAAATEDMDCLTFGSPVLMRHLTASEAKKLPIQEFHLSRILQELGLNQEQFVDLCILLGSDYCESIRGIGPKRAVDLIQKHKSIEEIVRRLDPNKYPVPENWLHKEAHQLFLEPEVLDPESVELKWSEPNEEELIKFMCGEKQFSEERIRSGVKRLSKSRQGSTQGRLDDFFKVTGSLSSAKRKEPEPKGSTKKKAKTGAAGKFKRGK
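Recombinant FEN1 (10 nM) was preincubated with pin-transferred compounds for 15 min at room temperature, then flap DNA substrate (50 nM final) was added. Plates were read at 0 and 15 min, and normalized concentration–response data were fitted to a four-parameter Hill equation.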
TDP1 block: inhibitors of human tyrosyl-DNA phosphodiesterase TDP1 | recombinant TDP1, AlphaScreen DNA substrate cleavage | AID 485290 | Q9NUW8 | actives 0.28% (n = 350,000) | Potency, µM (highest dose often 130 µM), inactives show at the highest dose activity change, negative = inhibition, actives largely listed as inhibitors; also: nearly all actives have a fitted effect of over 40% in size
Target sequence (Q9NUW8 whole entry, looked up): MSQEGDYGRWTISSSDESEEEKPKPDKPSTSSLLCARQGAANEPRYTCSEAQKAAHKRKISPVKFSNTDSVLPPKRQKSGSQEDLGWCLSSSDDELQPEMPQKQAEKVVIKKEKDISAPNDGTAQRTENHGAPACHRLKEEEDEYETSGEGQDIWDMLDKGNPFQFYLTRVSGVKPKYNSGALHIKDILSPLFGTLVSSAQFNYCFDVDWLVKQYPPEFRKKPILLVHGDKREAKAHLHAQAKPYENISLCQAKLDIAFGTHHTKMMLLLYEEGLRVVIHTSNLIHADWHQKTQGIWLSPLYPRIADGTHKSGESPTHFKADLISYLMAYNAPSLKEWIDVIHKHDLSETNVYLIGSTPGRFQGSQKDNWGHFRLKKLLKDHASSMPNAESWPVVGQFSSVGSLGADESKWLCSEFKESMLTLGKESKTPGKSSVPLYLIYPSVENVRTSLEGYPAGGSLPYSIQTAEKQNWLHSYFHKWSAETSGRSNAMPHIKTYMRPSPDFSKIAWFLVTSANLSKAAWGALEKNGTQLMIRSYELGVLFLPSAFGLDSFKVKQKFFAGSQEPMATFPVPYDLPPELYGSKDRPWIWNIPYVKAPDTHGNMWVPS
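Steps: enzyme plus compound, 15 min RT; add biotin/phosphotyrosine-FITC oligonucleotide (15 nM final), react 5 min; add donor/acceptor beads (10 ug/ml final), 10 min; read AlphaScreen. Tdp1 at 1 nM final.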
N370S GC mod: N370S glucocerebrosidase modulation, Gaucher chaperone candidate; P04062; N370S GC spleen homogenate, 4MU-glucoside fluorescence; Potency, µM (titrated, usually from 59.4 µM), without a hit: at the top dose activity change, negative = inhibition, hits mostly inhibitors; actives 0.092% (n = 330,000); AID 2101;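 also: 0% = full enzyme activity and -100% = no enzyme basal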
* = called active by the depositor; ? = inconclusive; · = not tested or not shown; & = joins results of further samples; [ ] = remark or other dose. Calls follow the shape of the dose curve; as a rule, active = well fitted curve in the direction sought with a large enough effect; inconclusive = small, poorly fitted or top-dose-only effect, or another doubt; inactive = no such curve, though single readings can be large; an effect the other way counts as inactive or inconclusive. Unless noted, % is scaled to controls: 0 for no effect and ±100 for the full control effect; potency is read from the fitted curve at half-maximal effect.

SMILES	FEN1 inh	TDP1 block	N370S GC mod
O=Cc1ccc(Oc2nc(Cl)ncc2F)cc1	7%	·	-1%
CCOCCCNC(=O)C1CCCCN1S(=O)(=O)c1ccc(F)cc1 (stereo not given)	-4%	6%	-5%
COc1ccc(CNS(=O)(=O)c2c(C)[nH]c(C)c2C(=O)N2CCCC2)cc1	-11%	1%	-4%
CC1(C)N=C(/C=N/O)CN1O	-4%	3%	0%
C[C@]12C=CC(=O)C=C1CC[C@@H]1[C@@H]2[C@@H](O)C[C@@]2(C)[C@H]1CC[C@]2(O)C(=O)COC(=O)CCC(=O)O	0%	0%	-2%
O=C(CCn1c(=O)sc2ccccc21)NCCC1=CCCCC1	2%	7%	-2%
Cc1nnc(SCC(=O)N(C)CC(=O)Nc2ccc(F)cc2)n1Cc1ccccc1	-6%	9%	-4%
CC(C)C1NC(=S)N(Cc2ccccc2)C1=O (stereo not given)	-6%	0%	-6%
CCCCSc1nnc(-c2ccc(NC(=O)CC)cc2)n1C	3%&-5%	1%	1%
Cc1ccc(-c2nnc(SCC(=O)NNC(=O)COc3cccc(C)c3)n2C)cc1	0%	2%	14%
NC(=O)c1sc2nc3c(c(-c4ccccc4)c2c1N)CCC3	2%	5%	3%
Cc1ccc2c(c1)C(c1ccncc1)=NNC(c1ccccc1)=N2	12%	-3%	9%
Cc1nnc(SCC(=O)NNC(=O)COc2ccc(Cl)cc2)n1C	-6%	1%	-2%
C=CCOc1ccc(C2=NOC(C(=O)Nc3ccc4c(c3)OCCO4)C2)cc1 (stereo not given)	-11%	·	7%
CC1C(=O)C(C)C(c2cc(Cl)ccc2O)NC1c1cc(Cl)ccc1O (stereo not given)	1%	·	-11%
CCc1nnc(NC(=O)CSc2nc3[nH]ncc3c(=O)[nH]2)s1	0%	-2%	-5%
COc1cccc2[nH]c3c(=O)n(CCCN4CCOCC4)cnc3c12	-5%	1%	0%
CCOc1ccc(-c2nnc(-c3cccs3)o2)cc1OCC	3%	3%	4%
O=C(NCC1CC1)[C@@H]1C[C@H]1[C@@H](NP(=O)(c1ccccc1)c1ccccc1)c1ccccc1	-13%	5%&7%	11%&-4%
COc1ccc(C)cc1NC(=O)N1CCC(CN2CCOCC2)CC1	-3%	-11%	·
CC(C)(C)OC(=O)NC(Cc1ccccc1)C(=O)N1CCCC1C(=O)O (stereo not given)	13%	·	-20%
CCNC(=O)CCc1nc(-c2ccc(C)cc2)no1	7%	·	-3%
CC(=O)N1CCc2c(sc3c2c(=O)n(Cc2ccccc2)c(=O)n3Cc2ccc(C)cc2)C1	-5%	0%	·
CCN(CC)S(=O)(=O)c1ccc(N=NC2=C(O)CCCC2=O)cc1	-4%	0%	-7%

Three entries from above, sorted by SMILES length, largest number first.
SMILES	FEN1 inh	TDP1 block	N370S GC mod
CCN(CC)S(=O)(=O)c1ccc(N=NC2=C(O)CCCC2=O)cc1	-4%	0%	-7%
CCOc1ccc(-c2nnc(-c3cccs3)o2)cc1OCC	3%	3%	4%
O=Cc1ccc(Oc2nc(Cl)ncc2F)cc1	7%	·	-1%

Following part.
SMILES	FEN1 inh	TDP1 block	N370S GC mod
Cc1ccc(N(C)S(=O)(=O)c2ccc(-c3coc(C)n3)cc2)cc1	-17%	2%	·
CCn1c(/C=C/c2c(C)n(CC)c3ccccc23)nc2ccccc2c1=O	-6%	3%	15%
COc1ccccc1-n1cc(CN2CCN(C3CCCC3)C(CCO)C2)cn1 (stereo not given)	-1%	2%	-6%
O=S1(=O)N=C2CCCCCN2C(c2ccccc2)N1 (stereo not given)	24%	-3%	1%
O=c1nc2n(c3ccc(Br)cc13)CCS2	-4%	0%	-11%
CC(=O)N(Cc1cccnc1)c1nc2c(F)cc(F)cc2s1	-7%	8%	·
CCOC(=O)C1(CCc2ccccc2)CCN(Cc2ccc(OC)cc2)CC1	6%	·	-6%
Cc1nn(C)cc1CN1CCCC(C(=O)c2ccc(-c3ccccc3)cc2)C1 (stereo not given)	-4%	0%	6%
O=S(=O)(c1ccccc1)c1cnc(-c2cccnc2)nc1-c1ccccc1	-12%	1%	2%
Cc1cccc(OCC(=O)Nc2ccc3nc(Nc4cccc(C(F)(F)F)c4)cc(C)c3c2)c1	9%	4%	·
Cc1ccccc1S(=O)(=O)Cc1ccc(C(=O)NCCCN2CCC(C)CC2)o1	-5%	3%	-3%
O=C(Nc1c2c(nn1-c1cccc(Cl)c1)CS(=O)(=O)C2)c1ccc2c(c1)OCO2	-14%	-3%	-4%
COCOc1c2c(c(OCOC)c3c(OCOC)cccc13)/C(=N/NS(C)(=O)=O)C1=C2CCCC1	·	7%	0%
O=C(NN=C1CCCC1)c1n[nH]c2c1CCCC2	-2%	-3%	1%
CC(C)[C@H]1COC(NC2=N[C@@H](C(C)C)CO2)=N1	1%	·	-9%
CC(=O)Nc1cccc(C)c1	17%	0%&9%	0%
COc1ccc(N(CC(=O)Nc2cc(C)ccc2C)S(=O)(=O)c2c(C)nn(C)c2C)cc1	6%	3%	4%
O=C(COC(=O)CNS(=O)(=O)c1c(Cl)cccc1Cl)Nc1ccccc1Sc1ccccc1	-15%	3%	12%
CSc1ncnc2c1cnn2-c1ccc(C)cc1C	-2%	5%	9%
CC(C)(C)NC(=O)C(c1cccs1)N(C(=O)c1csnn1)c1cccc(F)c1 (stereo not given)	-1%	-5%	-5%
Cc1ccc(NC(=O)c2cc(S(=O)(=O)N3CCCC3)cn2C)cc1C	5%	·	-6%
Cc1cccc(N2CCN(C(=O)Cn3cnc4c3c(=O)n(C)c(=O)n4C)CC2)c1C	-13%	-2%[56.1 µM]	5%
COC(=O)C1CCN(C(=O)/C(C)=C\c2ccccc2)CC1	11%	3%	-22%
CCOc1ccc(N(CC(=O)NCc2ccc(C)cc2)S(=O)(=O)c2c(C)[nH]c(=O)[nH]c2=O)cc1	4%&2%	3%&5%	?
Cc1ccc2cn[nH]c2c1[N+](=O)[O-]	-3%	1%	-5%
COc1cc(OC)nc(NC(=O)NS(=O)(=O)c2ccc(OC(F)(F)F)cc2)n1	0%	0%	3%
Cc1ccc(C(=O)/C=C/c2cc(Br)cc(Br)c2O)o1	?	·	0%
C/C(=N\NC(=O)CCCNc1ccccc1)c1ccncc1	-1%	7%	-17%
Cc1cccc(C)c1OCc1cc(C(=O)NC2CCC2)no1	5%	2%	-3%
COc1ccc2sc(NC(=O)CC(C)C)nc2c1	-4%	2%	13%
CC(OC(=O)c1ccc2c(=O)n3c(nc2c1)CCC3)C(=O)NC1CCCCC1C (stereo not given)	8%	3%[56.1 µM]	3%
Brc1ccc(-c2nnc3n2-c2ccccc2CC3)cc1	0%	-2%	6%[2.35 µM]
CCOc1ccc(-c2nnc(SCc3nc4ccccc4[nH]3)n2N)cc1	5%	-9%	?
CC(=O)Nc1ccc(C(=O)OCC(=O)N2CCN(C(=O)c3ccco3)CC2)cc1	23%	-2%[56.1 µM]	·
Cc1ccc(S(=O)(=O)NCCC(=O)N2CCCCCCC2)cc1	5%	·	-6%
Cc1ccc(C(=O)NCCc2nnc3ccc(SCC(=O)Nc4ccc(C)cc4C)nn23)cc1	-9%	0%	7%
O=C(NCc1cccc(Cl)c1)c1ccc2nc(N3CCCCC3)sc2c1	-15%	5%	·
CCc1nc(SCC(=O)Nc2nccs2)c2oc3ccccc3c2n1	-13%	3%	2%
Cc1cccc(C=Nc2ccc3c4c(cccc24)CC3)c1O	0%	4%	-11%
Cc1cc(C)cc(C(=O)Nc2c(C(=O)Nc3ccccc3F)oc3ccccc23)c1	22%	4%	·
NC(=O)c1ccsc1NC(=O)COC(=O)c1cccnc1Cl	5%	-7%	·
CCC(C)Oc1ccc(/C=C/c2[nH]c(=O)[nH]c(=O)c2[N+](=O)[O-])cc1OC (stereo not given)	-3%	3%	11%
CCOC(=O)C1=C(C)c2ccccc2N(C(=O)OC)C1(C)C(=O)OCC (stereo not given)	1%	-1%[56.1 µM]	30%[89.1 µM]
C#CCN1C=C(C(=O)OCC)C(C)NS1(=O)=O (stereo not given)	14%	-1%[56.1 µM]	·
C=C(C(=O)c1ccccc1)C(C)CC(=O)c1ccccc1 (stereo not given)	-9%	-11%	4%
COc1ccc(NC(=O)c2[nH]c(C)c(C(C)=O)c2C)cc1S(=O)(=O)N1CCOCC1	-7%	2%	0%
CCC(=O)N(Cc1ccc(S(N)(=O)=O)cc1)C1CC(=O)N(c2ccc(OC)cc2)C1=O (stereo not given)	-1%	-3%	-5%
O=C(N/N=C1/SCC(=O)N1Cc1ccco1)c1ccccc1F	4%	0%	-8%
CCN(CC)S(=O)(=O)c1cccc(NC(=O)CCNC(=O)NC23CC4CC(CC(C4)C2)C3)c1	1%	-5%	5%
COc1ccc(-c2nc3n(n2)C(c2ccccc2Cl)C(C(N)=O)=C(C)N3)cc1 (stereo not given)	0%	2%	6%
COc1ccc(NC(=S)N(CCCN2CCOCC2)Cc2cn(C)c3ccccc23)cc1OC	3%	8%	?
C=CCC(C(=O)NC(C)c1ccccc1)C(=O)NC(C)c1ccccc1 (stereo not given)	-1%	·	-3%
O=C1c2cccc3cccc(c23)C(=O)N1c1ccc2ncccc2c1	?	-4%[56.1 µM]	-1%
Cc1cc(F)ccc1NC(=O)Cn1nc(N2CCN(c3ccccc3)CC2)ccc1=O	-6%	3%	·
O=C(Nc1ccc(N2CCN(CCOc3ccc(Cl)cc3)CC2)c(C(=O)O)c1)c1ccc(F)cc1	19%	-8%	·
COCc1cc(=O)[nH]c(/N=C(\N)Nc2ccc(C)cc2C)n1	-1%	3%	4%
COc1cccc(N(CC(=O)N2CCN(C)CC2)S(=O)(=O)c2ccc(C)cc2)c1	-8%	8%	-5%
COc1cccc(C(=O)NCc2ccc3c(c2)OCO3)c1OC	8%	3%	-4%
Cc1ccc(C)c2sc(NC(=O)c3ccc(N4C(=O)CCC4=O)cc3)nc12	18%	-1%	-2%
Cc1ccc(NC(=O)Cn2c(=O)c3cccn3c3ccccc32)c(C)c1	15%	-1%	4%

Profiles as entered above.
`O=C(Nc1ccc(N2CCN(CCOc3ccc(Cl)cc3)CC2)c(C(=O)O)c1)c1ccc(F)cc1` as listed: FEN1 inh: 19%; TDP1 block: -8%; N370S GC mod: ·
`Cc1ccc(NC(=O)Cn2c(=O)c3cccn3c3ccccc32)c(C)c1` as listed: FEN1 inh: 15%; TDP1 block: -1%; N370S GC mod: 4%
`COc1cccc(N(CC(=O)N2CCN(C)CC2)S(=O)(=O)c2ccc(C)cc2)c1` as listed: FEN1 inh: -8%; TDP1 block: 8%; N370S GC mod: -5%

(list continues)
SMILES	FEN1 inh	TDP1 block	N370S GC mod
Cc1cc(C(=O)NC2Cc3ccccc3C2)c(C)o1	-10%	6%	10%
CCN(C(=O)c1cc2c(=O)[nH]c3ccc(C)cc3c2s1)c1ccc(OC)cc1	-14%	4%	-4%
CC(=O)Nc1ccc(C#Cc2ccc(NC(C)=O)cc2)cc1	5%	-6%	19%
Cc1cccc(Nc2n[nH]c(=S)s2)c1C	-3%	14%	?
CC1CC(C)(C)CC2(C1)NC(=O)N(CC(=O)OCc1ccc(Br)cc1)C2=O (stereo not given)	5%	1%	·
O=C(CN(Cc1ccc2c(c1)OCO2)C(=O)CNS(=O)(=O)c1ccccc1)NCC1CCCO1 (stereo not given)	-10%	2%	4%
COc1ccc(/C=C2\SC(=S)N(CCC(=O)Nc3ccc(C(=O)O)cc3)C2=O)cc1	?	·	1%
COc1ccc(-c2noc(-c3nnn(-c4cc(C)ccc4C)c3N)n2)cc1	-20%	-3%	·
O=S(=O)(NCc1ccc(F)cc1)c1ccc(N2CCCCS2(=O)=O)cc1	16%	-6%	·
COc1ccc(C(=O)NC(=S)Nc2ccc(N3CCCC3)cc2)cc1OC	-3%	3%	19%
COC(=O)c1cc(OC)c(OC)cc1NC(=O)c1ccc2c(c1)CCN2S(C)(=O)=O	-7%	0%	·
Cc1ccc(NC(=S)N(CCCN2CCN(C)CC2)Cc2cccs2)cc1	-1%	6%	13%

The closing two entries of the section before lead into the next.
SMILES	FEN1 inh	TDP1 block	N370S GC mod
COC(=O)c1cc(OC)c(OC)cc1NC(=O)c1ccc2c(c1)CCN2S(C)(=O)=O	-7%	0%	·
Cc1ccc(NC(=S)N(CCCN2CCN(C)CC2)Cc2cccs2)cc1	-1%	6%	13%
CCCCN(CC)CCCNC(=O)CCN1N=C(c2ccc(OC)cc2)CCC1=O	-2%	0%	·
Cc1noc(C(=O)NC2CCCCC2)c1Cl	-1%	3%	-6%
COc1cc(Br)cc(-c2nc3c(c(=O)[nH]c(=O)n3Cc3ccccc3)n2C)c1O	-25%	7%	14%[2.35 µM]
CCOc1cc(C(=O)Nc2c(NC)c3ccccc3oc2=O)cc(OCC)c1OCC	6%	-2%	·
CC(Cn1cncn1)NC(=O)c1cc(COc2cccc(C(F)(F)F)c2)on1 (stereo not given)	-1%	3%	-12%
O=C(Nc1nccs1)c1cc(Cl)ccc1[N+](=O)[O-]	-7%	4%	1%
COc1ccc(OC)c(N(CC(=O)NCc2ccccc2)S(=O)(=O)c2ccc(OC)c(OC)c2)c1	6%	5%	-1%
CCOc1ccccc1-n1nnnc1SCC(=O)O	23%	4%	8%
COc1ccc(CNc2nccs2)cc1	13%	4%	-2%
